Screening data deposited in PubChem BioAssay by National Center for Advancing Translational Sciences (NCATS).
aSyn tox rescue = qHTS of alpha-syn Inhibitors: NCGC Sytravon Library Screen | Potency, µM (titrated, usually from 46.1 µM), for inactives: at the highest dose growth rescue (activation), most hits filed as activators | 94,000 tested, 0.02% active | S. cerevisiae alpha-synuclein toxicity rescue, BacTiter-Glo growth, 24 h; active = well fitted activation curve with a large enough effect; note: 0% is about no effect
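Growth restoration measured by BacTiter-Glo luminescence after 24 hr at 30 deg C; alpha-synuclein yeast, raffinose-pregrown to mid-log, were added at OD600=0.02 in galactose medium onto pinned compounds.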
* = called active by the depositor; [ ] = another dose, or the depositor's remark. Potency is the fitted concentration of half-maximal effect. Only part of the results is shown (hit frequency here may not be typical).

Preview:
SMILES	aSyn tox rescue
CCC1=C(c2ccc(C)cc2)S(=O)(=O)N=C1N1CCC(C(=O)Nc2ccccc2F)CC1	3%
O=S(=O)(CCc1ccncc1)C1Cc2cccc3cccc1c23 (configuration not stated)	-17%
Cc1cc(NC(=O)CCC(=O)N(c2ccccc2)C(C(=O)NC2CCCC2)c2ccccc2C)no1 (configuration not stated)	-2%

Main list, previewed entries included:
SMILES	aSyn tox rescue
CCC1=C(c2ccc(C)cc2)S(=O)(=O)N=C1N1CCC(C(=O)Nc2ccccc2F)CC1	3%
O=S(=O)(CCc1ccncc1)C1Cc2cccc3cccc1c23 (configuration not stated)	-17%
Cc1cc(NC(=O)CCC(=O)N(c2ccccc2)C(C(=O)NC2CCCC2)c2ccccc2C)no1 (configuration not stated)	-2%
COc1ccc(C(=O)NNC(=O)c2ccncc2)cc1[N+](=O)[O-]	5%
CCCCn1c(Cn2nc(C(=O)O)c3ccccc3c2=O)nc2cc(S(N)(=O)=O)ccc21	4%
Cc1ccc(C)n1-c1ccc(C(=O)NN)cc1	3%
O=C(CS(=O)(=O)c1ccc(Cl)cc1)N1CCN(c2ccccc2)CC1	2%
CC(=O)NCCc1ccc(S(=O)(=O)Nc2ccc3c(c2)OCCO3)cc1	10%
COc1cccc(CNC(=O)Cn2nc3c(cc2=O)CCCC3)c1OC	1%
CCOc1ccc(-n2c(Cc3ccccc3)nnc2SCc2nc(-c3ccccc3OC)no2)cc1	1%
Cc1ccc([C@H]2C[C@H](O)[C@@H](n3cc(C4CC4)nn3)CN2C(=O)C2CCCCC2)cc1	7%
COC(=O)c1cccc(Nc2c(-c3ccc(O)c(OC)c3)nc3nc[nH]n23)c1	10%
O=C(CCS(=O)(=O)c1ccc(Cl)cc1)Nc1ccc(F)cc1	6%
COc1cccc(NC(=O)[C@H](C)NC(=O)C2CCN(S(=O)(=O)c3ccc(C)cc3)CC2)c1	2%
CC1=CCC2C(=O)N(c3ccc(S(N)(=O)=O)cc3)C(=O)C2C1 (configuration not stated)	3%
CCOC(=O)C1CCN(C(=O)Cn2ncc3c4ccccc4n(Cc4ccccc4F)c3c2=O)CC1	2%
CN(c1ccc(OCC(=O)OCC(=O)Nc2ccccc2)cc1)S(=O)(=O)c1ccc(F)cc1	7%
Cc1ccc(CN2C(=O)CN(C3CCCCCC3)C(=O)C2c2ccc(F)cc2)cc1 (configuration not stated)	-5%
COc1ccccc1/C=C/C=N/Nc1cccc(C(=O)O)c1	-71%[inhibitor]
COc1ccc(CNC(=O)Cc2csc3ccccc23)cc1OC	-10%
COc1ccccc1CNC(=O)CSc1ncc2c(n1)-c1ccccc1N(Cc1ccc(C)cc1)S2(=O)=O	-6%
O=C(O)C1CCN(c2ccc([N+](=O)[O-])cc2[N+](=O)[O-])CC1	2%
COc1ccc(NC(=O)CCS(=O)(=O)c2cc(Br)cc3c2N(C(C)=O)CC3)c(OC)c1	3%
CN(c1ccc(F)cc1)S(=O)(=O)c1ccc(Cl)c(C(=O)NCC(c2ccco2)N2CCCCC2)c1 (configuration not stated)	4%
COc1ccc(OC)c(S(=O)(=O)N2CC=C(c3c(C)n(CC(=O)N4CCCC4)c4ccccc34)CC2)c1	-12%
Later entries.
SMILES	aSyn tox rescue
O=C(CSc1nc2c([nH]c3ccccc32)c(=O)n1-c1ccc(F)cc1)N1CCCc2ccccc21	-2%
Cc1c(C(=O)Nc2ccc(F)cc2)cn2c(nc3ccccc32)c1C#N	6%
COc1ccccc1C(=O)NC1CCN(C(=O)Nc2ccc(F)cc2)CC1	1%
COc1ccccc1-n1c(/C=C/c2c(C)n(C)c3ccccc23)nc2ccccc2c1=O	-16%
CCOC(=O)CN1C(=O)SC(Nc2ccc(C)cc2)C1=O (configuration not stated)	14%
C[n+]1ccc(/C=C/c2ccccc2O)c2ccccc21	-14%
Cc1sc2c(c1C)c(=O)n(CCc1ccccc1)c(=O)n2Cc1cccc(F)c1	-10%
Nc1nc2cc(S(=O)(=O)NC3=NCCCCC3)ccc2s1	2%
CCCCCSc1ncnc2c1sc1nc(N3CCOCC3)c3c(c12)CCCC3	3%
CCOC(=O)C1(c2ccccc2)CCCNC1=O (configuration not stated)	-7%
CC1CN(C2=NC(=O)/C(=C/c3ccncc3)S2)CC(C)O1 (configuration not stated)	-5%
COc1ccc(NC(=O)CN(C)C(=O)CCC(=O)c2ccc(C)cc2)cc1	10%
O=C(COCc1cc(-c2cccs2)on1)N1CCN(c2cccc(Cl)c2)CC1	26%
CC(=O)N1N=C(N)SC12CCCC2	0%
CCn1cc(C(=O)N2CCN(c3ccccc3OC)CC2)c(=O)c2cc(S(=O)(=O)N3CCCCC3)ccc21	-6%
COCCCNC(=O)C1CCN(Cc2nc(-c3ccc(OC)c(OC)c3)oc2C)CC1	3%
O=C(NCCN1CCOCC1)c1cc(-c2ccc(Cl)c(Cl)c2)on1	9%
Cc1nn(-c2ccccc2)c2c1cc1c(=O)n(C)c(=O)nc-1n2-c1ccccc1F	2%
COc1ccc(CNC(=O)C2=C(C)C(=O)OC23CCCCC3)cc1	-3%
COc1ccc(NC(=O)c2c(C)noc2-c2snnc2C)cc1	4%
CCC1CN(C(=O)N2CCC(C(=O)NCCN(CC)CC)CC2)c2cc(C)ccc2O1 (configuration not stated)	-4%
Cc1ccc(S(=O)(=O)N2CCN(C(=O)COC(=O)CCOc3ccccc3C)CC2)c(C)c1	13%
CC(C)NC(=O)N(C)C[C@@H]1Oc2ncc(-c3cccc(C#N)c3)cc2C(=O)N([C@H](C)CO)C[C@@H]1C	-2%
Cc1ccc(Nc2cc(=O)n(C)c(=O)[nH]2)cc1C	1%
COCCCN(C(=O)c1cc(-c2ccco2)nc2ccccc12)c1c(N)n(Cc2ccccc2)c(=O)[nH]c1=O	-3%

Copied from the results shown, 5 compounds:
SMILES	aSyn tox rescue
CCC1=C(c2ccc(C)cc2)S(=O)(=O)N=C1N1CCC(C(=O)Nc2ccccc2F)CC1	3%
O=S(=O)(CCc1ccncc1)C1Cc2cccc3cccc1c23 (configuration not stated)	-17%
Cc1cc(NC(=O)CCC(=O)N(c2ccccc2)C(C(=O)NC2CCCC2)c2ccccc2C)no1 (configuration not stated)	-2%
COc1ccc(C(=O)NNC(=O)c2ccncc2)cc1[N+](=O)[O-]	5%
CCCCn1c(Cn2nc(C(=O)O)c3ccccc3c2=O)nc2cc(S(N)(=O)=O)ccc21	4%

Other records follow.
SMILES	aSyn tox rescue
O[C@H]1CN(Cc2cccs2)[C@@H](c2ccc(Cl)cc2)C[C@@H]1n1cc(C2CC2)nn1	1%
O=C(NCCCN1CCCC1=O)C(=O)NCC1OCCCN1S(=O)(=O)c1ccccc1 (configuration not stated)	-5%
CSc1nc2c(c(=O)[nH]1)C(c1ccccc1)C1=C(CC(C)(C)CC1=O)N2 (configuration not stated)	8%
O=c1c2oc3ccccc3c2n(Cc2ccccc2)c(=O)n1Cc1ccco1	-9%
CCc1ccc(CNC(=O)C(CC)n2nc(C)c3c(C)n(-c4ccccc4)nc3c2=O)cc1 (configuration not stated)	-7%
CCOc1ccc(-c2cc3c(=O)n(Cc4nc(-c5cccc(OC)c5OC)oc4C)ccn3n2)cc1Cl	-14%
COc1cccc(C(=O)N(Cc2nc(-c3ccc(Cl)cc3)no2)C(C)C)c1OC	2%
CC(C)Cn1c(-c2ccc(S(=O)(=O)N3CCOCC3)cc2)csc1=Nc1cc(Cl)ccc1Cl	-5%
O=C(CSc1ccccc1)NCc1ccc2c(c1)CCN2C(=O)c1ccc(F)cc1	-6%
O=C(c1ccc([N+](=O)[O-])cc1)N1CCN(c2ncccn2)CC1	4%
CCn1cc(C(=O)N2CCN(c3ccc(C(C)=O)cc3)CC2)c2cc(OC)c(OC)cc2c1=O	4%
CCc1nn(CC(=O)NCCCN(CC)CC)c(=O)c2cc3occc3n12	-12%
O=C(Nc1ccc(Cl)cc1)c1nc[nH]c1C(=O)Nc1ccccc1F	-4%
O=[N+]([O-])c1cnc2ccccc2c1	2%
Cc1ccc(NC(=O)Cn2nnnc2-c2ccccc2N)cc1	7%
O=C(Cn1nc(C(F)(F)F)c2c1CCCC2)Nc1cccc(Cl)c1	3%
Cc1[nH]c2ccccc2c1/C=N/Nc1ccc([N+](=O)[O-])cc1	-12%
CC(C)NC(=O)c1ccc(CONC(=O)OCc2ccccc2)cc1	6%
CC(NC(=O)COC(=O)c1cc([N+](=O)[O-])ccc1N1CCOCC1)c1ccc(F)cc1 (configuration not stated)	9%
CCOc1ccc(-c2nnc(NC(=O)COc3ccccc3F)o2)cc1	9%
COc1ccc(CCNC(=O)COc2ccc([N+](=O)[O-])cc2)cc1	0%
O=C(CN1C(=O)NC2(CCCC2)C1=O)Nc1ccc(Cl)c(C(F)(F)F)c1	5%
Cc1cccc(-c2nn3c(=O)cc(CN4CCN(C(=O)c5ccccc5Br)CC4)nc3s2)c1	-3%
CCOCCCN(Cc1ccco1)S(=O)(=O)c1cc2c(cc1C)NC(=O)CO2	5%
CNc1ccc(-c2nc(-c3ccncc3)no2)cc1[N+](=O)[O-]	-16%

Part of the list above, reformatted:
SMILES,aSyn tox rescue
COc1ccc(CCNC(=O)COc2ccc([N+](=O)[O-])cc2)cc1,0%
O=C(CN1C(=O)NC2(CCCC2)C1=O)Nc1ccc(Cl)c(C(F)(F)F)c1,5%

Going on with the list:
SMILES	aSyn tox rescue
CS(=O)(=O)N(CC(=O)N1CCCC1)c1cccc(C(F)(F)F)c1	2%
CSc1nnc(SCC(=O)NC(=O)c2ccccc2)s1	2%
Cc1c(C#N)c(NC(=O)CCl)n(Cc2ccccc2)c1C	7%
Cc1cc(Nc2ccc(F)cc2F)nc(-n2nc(C)cc2C)n1	-7%
CCCN(CCC)C(=O)C[n+]1cccc(/C=N/O)c1	-4%
Cc1oc(-c2ccc(C(=O)NCc3ccccc3)cc2)nc1CN1CCc2ccccc21	3%
COCCCNC(=O)c1nn(-c2ccc(C)cc2)nc1CO	-9%
CCOC(=O)c1ccc2c(c1)N(CC(=O)Nc1ccc(C)cc1C)C(=O)c1ccccc1S2	5%
O=C(NCc1ccc2[nH]c3c(c2c1)CCCC3)c1ccc(S(=O)(=O)N2CCCCC2)cc1	-1%
O=C(O)c1ccc2c(c1)C(=O)N(c1nccs1)C2=O	3%
Cn1c(Cn2c(=O)sc3ccccc32)nnc1SCC(=O)N1CCCc2ccccc21	6%
C[C@@H]1CCCCO[C@H](CN(C)S(=O)(=O)c2ccccc2)[C@@H](C)CN([C@H](C)CO)C(=O)c2cc(NC(=O)Cc3ccccc3)ccc2O1	6%
Cc1c(C(=O)O)sc2nc3n(c(=O)c12)CCC3	-47%[inhibitor]
CC(=O)c1sc(NC(=O)CCCOc2ccc(Cl)cc2)nc1C	-8%
CCN(C(=O)CCn1cnc2onc(-c3ccc(F)cc3)c2c1=O)c1ccc(OC)cc1	0%
NC(=O)COC(=O)c1ccc2c(c1)C(=O)N(Cc1ccco1)C2=O	-1%
COc1ccc(S(=O)(=O)N2CCC(C(=O)Nc3ccc(Oc4ccccc4)cc3)CC2)cc1OC	6%
Cc1cccc(-c2nc(SCC(=O)Nc3cccc(C(F)(F)F)c3)n3[nH]c(=O)cc3n2)c1	-6%
Cc1ccc(NC(=O)c2sc(N)nc2-c2ccc([N+](=O)[O-])cc2)c(C)c1	-1%
Cc1ccc(C)n1-c1nnc(N2CCCC(C(=O)NCc3cccc(F)c3)C2)s1 (configuration not stated)	0%
CCN(CC)S(=O)(=O)c1ccc2c(c1)N(CC(=O)N1CCN(c3cccc(C(F)(F)F)c3)CC1)C(=O)CO2	4%
O=c1[nH]c2c(Br)cnc([N+](=O)[O-])c2[nH]1	1%
Cn1c(=O)c2c(SCC(=O)N3CCc4ccccc43)nc(-c3ccc(Cl)cc3)nc2n(C)c1=O	-7%
O=C(CCN1C(=O)/C(=C\c2ccccc2)SC1=S)Nc1ccc(C(=O)O)cc1	-1%
O=C(c1ccccc1F)N1c2nc(-c3ccco3)nn2C2(CCCCC2)[C@@H]2CCCC[C@@H]21	-2%
Later entries
SMILES	aSyn tox rescue
COC(=O)c1c(-c2cccs2)csc1NC(=O)c1cc(OC)c(OC)c(OC)c1	-30%
Cc1ccc(NC(=O)CNC(=O)c2ccc(Oc3ccccc3)cc2)nc1	0%
CN[C@H](C)C(=O)NC[C@H]1O[C@@H](n2cc(C)c(=O)[nH]c2=O)C[C@@H]1O	-7%
FC(F)(F)c1cccc(NC(=S)NC(c2ccccc2)c2ccccc2)c1	-8%
COc1ccccc1C(=O)NC(=O)CSc1cccc[n+]1[O-]	-2%
CCOc1ccc(/C=C(\C#N)c2nc3ccccc3c(=O)[nH]2)cc1OC	0%
O=C(CSc1ccc(-c2ccccn2)nn1)NCc1ccc(Cl)cc1	-24%
COc1ccc(-c2cncnc2N)cc1OC	-2%
CC1Cn2c(nnc2-c2ccccc2O)S1 (configuration not stated)	-7%
O=C(c1ccncc1)N1CCN(C2CCC(c3ccccc3)CC2)CC1 (configuration not stated)	3%
CCOC(=O)c1cc(-c2ccccc2)n(CC(=O)NCc2ccc(C)cc2)c1C	-6%
CN1C(=O)c2ccccc2Sc2ccc(NC(=O)NCc3ccccc3Br)cc21	4%
C[C@@H]1CCCCO[C@@H](CN(C)S(C)(=O)=O)[C@@H](C)CN([C@H](C)CO)C(=O)c2cc(N(C)C)ccc2O1	-9%
COc1ccc(C(=O)CCC(=O)Nc2cccc(Cl)c2)cc1	-5%
COc1cc(C2NC(=O)N(C)C3=C2C(=O)N(c2ccccc2)C3)ccc1O (configuration not stated)	3%
COc1ccc(C(=O)Nc2ccc(N3CCOCC3)c(C(F)(F)F)c2)cc1OC	11%

Two entries from above, as labelled records:
molecule: CC1Cn2c(nnc2-c2ccccc2O)S1 (configuration not stated)
  aSyn tox rescue: -7%
molecule: O=C(c1ccncc1)N1CCN(C2CCC(c3ccccc3)CC2)CC1 (configuration not stated)
  aSyn tox rescue: 3%
